HP1b chromo inh: blocks HP1-beta chromodomain binding to methylated histone tails; AlphaScreen HP1-beta / biotin-H3K9me3 peptide binding; P83916; Potency, µM (top dose mostly 114 µM), without a hit: top-dose activity change, negative = inhibition, hits mostly inhibitors; AID 540317; 0.56% of 390,000 active; note: potency is the fitted concentration of half-maximal effect; nearly all actives have a fitted effect of over 70% in size; inactives centre near 23
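Compound inhibition of the preformed complex between 50 nM HP1-beta and 50 nM biotinylated H3K9me3 peptide was read by AlphaScreen. Buffer was PBS pH 7.4 with 0.01% Tween-20. Incubations ran 30 min at room temperature, with 10 ug/mL donor/acceptor beads.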
JMJD2A Tudor inh: blocks the human JMJD2A Tudor domain. AlphaScreen JMJD2A-Tudor / H3K4me3 peptide binding. Potency, µM (titrated, usually from 114 µM), for the others: at the top dose activity change, negative = inhibition, usual class: inhibitors. 4.4% of 390,000 active. AID 504339; note: potency is the fitted concentration of half-maximal effect; % is set by controls: 0 for no effect and ±100 for the full control effect; nearly all actives have a fitted effect of over 50% in size
GLS inhibitor: glutaminase GLS (human) inhibition; 0.21% of 410,000 active; Potency, µM (series often up to 45.5 µM), without a hit: at the highest dose activity change, negative = inhibition, hits mostly inhibitors; O94925; GLS enzymatic activity, qHTS titration; note: potency is the fitted concentration of half-maximal effect; % is set by controls: 0 for no effect and ±100 for the full control effect
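Enzyme dispensed in phosphate buffer (45 mM, pH 8.2, 0.02% Tween-20), compounds pinned in, then 1 mM L-glutamine solution and the glutamate oxidase–HRP–Amplex Red mix added; fluorescence read immediately and again after 30 min at room temperature.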
Tb PGK inh: inhibitors of T. brucei phosphoglycerate kinase; PGK/GAPDH coupled, Kinase-Glo luminescence, 60 min; Potency, µM (highest dose often 57.5 µM), for inactives: at the highest dose activity change, negative = inhibition, usual class: inhibitors; 0.043% of 380,000 active; AID 602233; note: potency is the fitted concentration of half-maximal effect; % is set by controls: 0 for no effect and ±100 for the full control effect; nearly all actives have a fitted effect of over 60% in size
Target sequence (P07378 whole entry, looked up): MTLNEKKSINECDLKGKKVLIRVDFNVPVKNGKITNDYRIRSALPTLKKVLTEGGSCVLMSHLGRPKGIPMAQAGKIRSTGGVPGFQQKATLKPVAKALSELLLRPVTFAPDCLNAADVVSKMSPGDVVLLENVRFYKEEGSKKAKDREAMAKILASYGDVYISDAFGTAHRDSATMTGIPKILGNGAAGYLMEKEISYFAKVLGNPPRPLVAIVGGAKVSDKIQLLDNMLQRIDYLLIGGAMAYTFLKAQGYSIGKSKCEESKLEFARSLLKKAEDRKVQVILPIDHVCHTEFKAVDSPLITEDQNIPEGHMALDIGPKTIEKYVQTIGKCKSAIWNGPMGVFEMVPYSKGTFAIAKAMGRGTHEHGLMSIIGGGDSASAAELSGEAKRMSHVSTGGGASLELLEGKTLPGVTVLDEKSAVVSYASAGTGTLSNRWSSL
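Recombinant glycosomal PGK reaction used 1,3-bisphosphoglycerate generated in-well by GAPDH (100nM final) in 100mM TEA pH 7.6, 5mM MgCl2, 0.01% Tween-20. After 60 minutes at room temperature, ATP was read by Kinase-Glo Plus luminescence end-point.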
BAZ2B block: inhibitors of human BAZ2B bromodomain | AID 504333 | 4.4% of 360,000 active | Potency, µM (series often up to 114 µM), inactives show top-dose activity change, negative = inhibition, usual class: inhibitors | AlphaScreen BAZ2B-H3K14Ac peptide displacement; note: potency is the fitted concentration of half-maximal effect; % is set by controls: 0 for no effect and ±100 for the full control effect; nearly all actives have a fitted effect of over 60% in size
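BAZ2B 50 nM plus b-H3(5-23)K14Ac 50 nM, PBS pH 7.4/0.01% Tween-20, 30 min RT; compound added (max 110 uM), 30 min RT; streptavidin donor/Ni-chelate acceptor beads 10 ug/mL final, 20 min dark; AlphaScreen read.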
G9a inh: G9a (human) methyltransferase inhibition | Q96KQ7 | G9a H3K9 monomethylation, AlphaScreen, 2 h | Potency, µM (top dose mostly 102 µM), without a hit: at the highest dose activity, negative = inhibition, actives largely listed as inhibitors | 8.8% of 350,000 active | AID 504332; note: potency is the fitted concentration of half-maximal effect; % is set by controls: 0 for no effect and ±100 for the full control effect; nearly all actives have a fitted effect of over 75% in size
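Compounds were preincubated with 20 nM G9a for 15 min, after which biotinylated H3K9 peptide (500 nM) and SAM (20 uM) started a 2 h room-temperature reaction. Monomethylated product was quantified by antibody-based AlphaScreen chemiluminescence.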
PI4K2A block: PI4K2A (human) kinase inhibition; purified PI4K2A, ADP-Glo luminescence, 1 h; active compounds read low; activity change, negative = inhibition, % at 76.9 µM; AID 1346378; Q9BTU6; 0.13% of 420,000 active; in the data active = activity change below about -50%; inconclusive = mostly about -30% to -49%;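 note: -100% = wells without enzyme as full effect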
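Compounds are screened against recombinant PI4K2A using PI as substrate and ATP, the latter dispensed at 300 microM. Reactions run one hour at ambient temperature before ADP-Glo detection; full inhibition defined by wells lacking enzyme.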
ERG-DNA inh: ERG Ets/DNA interaction inhibition; fluorescence polarization, His-ERG Ets domain / labelled DNA; Potency, µM (titrated, usually from 76.9 µM), for inactives: top-dose FP activity, negative = inhibition, usual class: inhibitors; 0.028% of 370,000 active; AID 624246; active = well fitted inhibition curve with a large enough effect in the polarisation, with a control signal flat; inconclusive = small, poorly fitted or top-dose-only effect, or effect the other way, or a change in a side signal; inactive = no such curve, though single readings can be large or run the other way; the % refers to the polarisation;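 note: polarization taken with two DNA probes labelled with fluorescein and Texas red; potency is the fitted concentration of half-maximal effect; % of control where 0% means no effect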
Target sequence (P11308 whole entry, looked up, the tested form may be a part): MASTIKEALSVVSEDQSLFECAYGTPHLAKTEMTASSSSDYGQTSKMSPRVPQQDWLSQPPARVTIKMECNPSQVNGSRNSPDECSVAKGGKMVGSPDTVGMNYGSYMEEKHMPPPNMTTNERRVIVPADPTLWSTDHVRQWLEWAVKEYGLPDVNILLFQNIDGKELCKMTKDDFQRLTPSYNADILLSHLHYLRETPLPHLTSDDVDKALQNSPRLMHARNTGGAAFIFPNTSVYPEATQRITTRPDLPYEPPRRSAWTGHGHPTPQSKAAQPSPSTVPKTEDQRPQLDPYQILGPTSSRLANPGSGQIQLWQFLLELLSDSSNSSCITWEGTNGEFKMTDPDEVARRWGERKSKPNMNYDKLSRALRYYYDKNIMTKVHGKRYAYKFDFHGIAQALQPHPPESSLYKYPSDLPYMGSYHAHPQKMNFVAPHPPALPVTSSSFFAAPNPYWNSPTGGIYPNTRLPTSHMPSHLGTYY
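His-tagged ERG Ets domain (1 uM in the protein solution; 300mM KCl, 50mM Tris-HCl, 1mM EDTA, 1mM DTT, pH 7.5) received compound, then a probe mix of 5 nM fluorescein-DNA and 100nM Texas-615-DNA. Fluorescence polarization was read for both dyes.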
Pin1 inh: blocks the human prolyl isomerase Pin1 | Q13526 | Pin1 FP peptide displacement, HiFluor488, 10 min | Potency, µM (highest dose often 115 µM), without a hit: top-dose activity, negative = inhibition, usual class: inhibitors | 0.009% of 390,000 active | AID 504891; active = well fitted inhibition curve with a large enough effect in the polarisation, with a control signal flat, not every such curve was filed as active; inconclusive = small, poorly fitted or top-dose-only effect, or effect the other way, or a change in a side signal; inactive = no such curve, though single readings can be large or run the other way; the % refers to the polarisation; note: potency is the fitted concentration of half-maximal effect; % is set by controls: 0 for no effect and ±100 for the full control effect
Target sequence (Q13526 whole entry, looked up): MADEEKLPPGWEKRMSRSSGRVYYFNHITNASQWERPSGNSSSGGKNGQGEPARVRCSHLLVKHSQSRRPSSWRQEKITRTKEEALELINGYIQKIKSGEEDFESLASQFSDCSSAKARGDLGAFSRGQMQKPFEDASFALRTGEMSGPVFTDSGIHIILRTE
* marks the source's active call; other numbers are inactive results; i = inactive; u = inconclusive; x = not tested or not shown; & = joins results of further samples; ! = a repeat was not active; [ ] = dose if it differs, or a comment. Unless noted, calls come from the whole dose curve; as a rule, active = well fitted curve in the direction sought with a large enough effect; inconclusive = small, poorly fitted or top-dose-only effect, or another doubt; inactive = no such curve, though single readings can be large; an effect the other way counts as inactive or inconclusive.

SMILES | HP1b chromo inh | JMJD2A Tudor inh | GLS inhibitor | Tb PGK inh | BAZ2B block | G9a inh | PI4K2A block | ERG-DNA inh | Pin1 inh
COCc1cc(C)nc(SCC(=O)Nc2ccc(N3CCOCC3)cc2)c1C#N | 30% | -7% | -7% | 1% | -14% | 11% | -1 | -5% | 2%
COCCn1cnc2c1c(=O)n(Cc1ccc(C#N)cc1)c(=O)n2Cc1ccccc1 | 9% | -1% | -7% | i | 8% | 7% | 3 | 5% | 3%
CN=c1scc(-c2c[nH]c3ccccc23)n1C | 17% | -19% | -3% | -1% | -13% | 40µM* | -4 | -1% | -2%
C=CC(O)(C#CCN(CC)CC)c1ccccc1 (stereo unspecified) | 11% | -19% | 5% | -9% | -2% | -6%[12.7 µM] | -10 | -2% | -5%
O=S(=O)(Nc1ccc(-c2cn3cccnc3n2)cc1)c1ccccc1 | 42%[activator] | -8%[11.4 µM] | -5% | i | u | x | 4 | 15% | 4%
CC1(C)CC(=O)C=C(Nc2ccc(OCC(F)(F)C(F)F)cc2)C1 | 26% | 0% | 20% | -2% | 9% | u | 2 | -3% | 1%
COc1ccc(S(=O)(=O)N2CCCOC2CNC(=O)C(=O)NCc2ccco2)cc1C (stereo unspecified) | 18% | -13% | 3% | x | -22% | -9% | -2 | 9% | 11%
CC(=O)OC1C=CCC2C(=O)c3cccc(O)c3C(O)C12 (stereo unspecified) | 17% | -10% | 18% | 3% | x | x | -2 | x | -11%
COc1ccc(NC(=O)c2ccc3nc(CCc4ccccc4)oc3c2)c(OC)c1 | 62%[activator][57 µM] | -22% | -11% | -9% | 10% | 7%[59 µM] | -2 | 7% | -8%
CC(OC(=O)c1cc(=O)c2ccccc2o1)C(=O)c1ccccc1 (stereo unspecified) | 33% | -9% | 5% | i | -2% | 23%[12.7 µM] | 1 | 4% | -5%
CC(C)COCC(CN(Cc1ccccc1)c1ccccc1)N1CCCC1 (stereo unspecified) | 35% | -3% | 34%&-10%[activator] | 5% | u | 10µM*! | 1&-2&2 | 3% | -4%
CCN(CC)S(=O)(=O)c1cccc(NC(=O)c2cncc(Br)c2)c1 | 30% | -5% | -9% | -7% | -8% | -8% | 3 | 2% | 11%
CCOc1ccc(CC(=O)Nc2c(C(=O)Nc3ccccc3)oc3ccccc23)cc1OCC | 25% | -15% | 16% | -5% | 3% | -1% | 2 | 11% | u
COc1cccc(OCc2cc(/C=N/NC(=O)c3ccn[nH]3)ccc2OC)c1 | -16% | -12%[11.4 µM] | -4% | -5% | -5% | 50%[12.7 µM] | 4 | 5% | 22%
COc1cc(-c2nc(C(=O)NC3CCCCC3)cc3c2[nH]c2ccccc23)cc(OC)c1OC | 14% | -33% | 1% | -5% | -4% | 3%[12.7 µM] | 2 | -2% | 3%
CCOC(=O)NC(NC(=S)Nc1ccccc1[N+](=O)[O-])C(Cl)(Cl)Cl (stereo unspecified) | -10% | -36% | 5% | -6%[11.5 µM] | -11% | u | 2 | x | -1%
C=Cc1c(C)c2cc3[nH]c(cc4nc(cc5nc(cc1[nH]2)C(C)=C5CCC(=O)O)C(CCC(=O)O)=C4C)c(C)c3C=C | 193%[activator] | 20µM* | u | 10µM* | 40µM* | 5%[59 µM] | u | 3%&-10% | 32µM*
c1ccc(Nc2cc(-c3ccccc3)nc3ncnn23)cc1 | 18% | -9% | 0% | -1% | 8% | u | -2 | -2% | 3%
Nc1c(C(=O)c2ccccc2)sc2c1c(=O)[nH]c(=O)n2-c1ccccc1 | 10% | -18% | 2% | -9% | -33% | 23%[59 µM] | -7 | 5% | 25%
O=C(NCCN1CCOCC1)C(=O)c1c[nH]c2ccccc12 | 6% | 5% | -10% | -7% | 1% | 15%[59 µM] | -1 | -1% | -4%

Next section, starting with the last 2 of the part before.
SMILES | HP1b chromo inh | JMJD2A Tudor inh | GLS inhibitor | Tb PGK inh | BAZ2B block | G9a inh | PI4K2A block | ERG-DNA inh | Pin1 inh
Nc1c(C(=O)c2ccccc2)sc2c1c(=O)[nH]c(=O)n2-c1ccccc1 | 10% | -18% | 2% | -9% | -33% | 23%[59 µM] | -7 | 5% | 25%
O=C(NCCN1CCOCC1)C(=O)c1c[nH]c2ccccc12 | 6% | 5% | -10% | -7% | 1% | 15%[59 µM] | -1 | -1% | -4%
COc1cc(/C=N/NC(=O)c2cc(C3CC3)[nH]n2)cc(OC)c1OC | 29% | -25% | 3% | i | -14%[57.1 µM] | 11% | -5 | 5% | -9%
CCC(=O)c1c[nH]c(C(=O)NCCCN2CCOCC2)c1 | 43%[activator] | -5% | -13% | i | -5% | -17%[12.7 µM] | 6 | 4% | 5%
O=C(/C=C/c1ccc(O)cc1)c1ccc(O)cc1O | 19% | -12% | 16% | i | -36% | 10%[59 µM] | -10&-10 | -3% | 1%
CC(C)c1[nH]nc2c1C(c1ccco1)C(C#N)=C(N)O2 (stereo unspecified) | 29% | -14% | 13% | -1% | -38% | -17% | -6 | 0% | -4%
N#Cc1ccccc1OCc1cn(CC(=O)c2ccc(O)cc2)nn1 | 3% | 20µM* | 37%[activator] | i | x | x | u | -8% | -11%
Cc1ncoc1C(=O)N1CCCC(C(=O)c2cccc3ccccc23)C1 (stereo unspecified) | 34% | -2% | 2% | -3% | -11% | x | 0 | 11% | -5%
Cc1ccc(-c2cn3c(n2)sc2cc(C(=O)NCCCc4ccccc4)ccc23)cc1 | 30% | -4% | 9% | i | -1% | 5%[59 µM] | -1 | 1% | -2%
O=C(CCN1C(=O)c2ccccc2C1=O)N1CCN(C(=O)c2ccccc2)CC1 | 20% | 3% | 8% | -7% | 1% | u | 6 | 6% | -6%
COc1cccc(CC(=O)NN2C(=O)NC3(CCCCC3)C2=O)c1 | 74%[activator] | -3% | -2% | -9% | -6% | 1%[59 µM] | -6 | 14% | 12%
O=C(c1cccc(Cl)c1)N1CCC2CC1c1cc(-c3ccc(F)cc3)ccc12 (stereo unspecified) | 24% | -13% | 12% | -2% | x | x | -3 | 0% | -7%
COCc1cc(=O)[nH]c(/N=C(\N)Nc2ccc(Cl)c(Cl)c2)n1 | 12% | 2% | 3% | 2% | 6% | x | 0 | 2% | 9%
COc1ccc(C(=O)c2cc3cccc(OC)c3o2)cc1 | 69%[activator] | 7% | 5% | -10% | 3% | 46% | -19 | 7% | 0%
Cc1ccc(F)cc1NC(=O)N1CCCN(c2ccc(C(F)(F)F)cn2)CC1 | 26% | -8% | 1% | -3% | -4% | 6%[59 µM] | 1 | -4% | -1%
O=C(/C=C/c1ccc([N+](=O)[O-])cc1)NCCOc1ccc(F)cc1 | 8% | -29% | -7% | -2% | -31% | u | 5 | 5% | -5%
COc1ccc(C2C(=O)N(CCc3ccccc3)CC(=O)N2C2CCCCC2)cc1 (stereo unspecified) | 43% | -18% | -2% | -4% | 7% | 8%[12.7 µM] | -3 | -5% | 2%
C=CCNC(=S)Nc1c(C(=O)OC)[nH]c2cc(OC)ccc12 | 34% | u | -24% | 4% | -22% | 11µM* | -2 | -4% | -7%
C#CCOCCOCCOCCNc1nc(N2CCN(C(=O)[C@H](CCCN=C(N)N)n3cc(C(N)[C@@H](C)CC)nn3)CC2)nc(N2CCN(C(=O)[C@H](CCC(=O)O)n3cc([C@@H](N)CO)nn3)CC2)n1 (stereo partly specified) | 3% | 25µM* | 2% | 2% | x | x | -2 | 8% | u
CCSc1nc2nc(C)cc(C)n2n1 | 21% | 19% | -3% | -1% | 3% | u | -4 | -5% | -1%
COc1ccc(OC)c2[nH]c(=O)c(CCNC(=O)c3ccc(Br)o3)cc12 | 3% | -12% | 1% | -8% | 3% | -6%[59 µM] | 0 | x | 0%
CC(C)c1ccccc1NC(=O)COC(=O)CCN1C(=O)/C(=C\C=C\c2ccccc2)SC1=S | -1% | -19% | -5% | -2% | u | u | 1 | -1% | u
COc1ccc(Cl)c2sc(N3CCN(C(=O)c4ccco4)CC3)nc12 | 12% | -10% | -6% | i | -3% | -28% | 1 | -18% | -4%
CC12CN(C(=O)c3ccco3)CC(c3ccccc3)(CN(C(=O)c3ccco3)C1)C2=O | 20% | -12% | 11% | 4% | 5% | u | 1 | -2% | 2%
COc1ccc2[nH]cc(S(=O)(=O)c3ccc(C)cc3)c2c1 | 23% | -20% | -1% | -4% | 4% | -38% | -1 | 4% | 5%
COc1ccc(C(C)(C)C)cc1NC(=O)c1c(C)noc1C | 36% | -4% | -2% | -2% | 15% | 10%[59 µM] | -1 | -3% | u
O=C(CSc1nc2c(c(=O)[nH]1)CN(Cc1ccc3c(c1)OCO3)CC2)Nc1cc(F)ccc1F | 20% | -3% | -3% | -12% | 1% | -26%[59 µM] | -3 | 1% | 2%
Cc1cc(NS(=O)(=O)c2ccc(NC(=O)c3cc4c(=O)n5ccccc5nc4s3)cc2)nc(C)n1 | 48%[activator] | -12% | -6% | -6% | -23% | u | -7 | 1% | u
CCS(=O)(=O)c1ccc2oc(Nc3ccc(OC)c(OC)c3)nc2c1 | -16% | -18% | 6% | -4% | -13% | -3%[59 µM] | 0 | 13% | 3%

High-throughput results (PubChem)

Rows are unselected; 11% or so of the library scored in one or more.
